CYP2C9 inh: inhibitors of human CYP2C9. P11712. CYP2C9 Supersomes, luciferin-H conversion, luminescence. inhibition, % at 5 µM. actives 20% (n = 96,000). AID 777;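 active = blocking of liver enzyme CYP2C9 beyond about 50% at 5 µM, limit read from the data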; note: values of inactives mirror those of a sister screen read the other way
CYP2C19 act: activators of human cytochrome P450 2C19 | 96,000 tested, under 10 active | recombinant CYP2C19, luciferin-H EGE luminescence; stronger effect = higher value; 0 = fully inhibited enzyme, 1 = untreated enzyme | activation factor at 5 µM;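 active = activation factor of at least 2 at 5 µM in the primary screen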;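 note: 0 = wells with 2.5 mM tranylcypromine and 1 = vehicle-only wells; values of inactives mirror those of a sister screen read the other way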
Target sequence (P33261 whole entry, looked up): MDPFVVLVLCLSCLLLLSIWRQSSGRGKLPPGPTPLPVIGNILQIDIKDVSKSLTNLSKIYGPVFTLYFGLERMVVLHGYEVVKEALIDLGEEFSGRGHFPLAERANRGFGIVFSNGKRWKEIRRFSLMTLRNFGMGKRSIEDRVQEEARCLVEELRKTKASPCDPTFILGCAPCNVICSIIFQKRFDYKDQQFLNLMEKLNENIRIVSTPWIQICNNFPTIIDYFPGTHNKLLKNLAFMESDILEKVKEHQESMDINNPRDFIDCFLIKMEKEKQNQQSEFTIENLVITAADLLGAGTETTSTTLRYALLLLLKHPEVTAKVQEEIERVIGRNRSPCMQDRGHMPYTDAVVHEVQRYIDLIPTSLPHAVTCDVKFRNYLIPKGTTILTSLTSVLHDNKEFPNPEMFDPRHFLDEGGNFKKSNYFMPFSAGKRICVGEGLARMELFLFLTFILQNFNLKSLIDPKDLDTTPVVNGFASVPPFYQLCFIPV
Mac1 fbg inh: blocks human CD11b/CD18 adhesion to fibrinogen; K562 CD11b/CD18 adhesion to fibrinogen, ATPlite luminescence; Mn2+ added to activate the integrin; inhibition, % at 10 µM; actives 0.54% (n = 93,000); AID 1497;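 active = primary inhibition of 50% or more at 10 µM, then 40% or more on retest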; note: some results filed as inactive read as strong as hits
PLAP activator: activates human placental alkaline phosphatase. actives 1.2% (n = 96,000). P05187. purified PLAP enzyme, luminescent substrate read-out; stronger effect = higher value. AID 696. activation fold at 20 µM; in the data active = activation fold above about 2
Target sequence (P05187 whole entry, looked up): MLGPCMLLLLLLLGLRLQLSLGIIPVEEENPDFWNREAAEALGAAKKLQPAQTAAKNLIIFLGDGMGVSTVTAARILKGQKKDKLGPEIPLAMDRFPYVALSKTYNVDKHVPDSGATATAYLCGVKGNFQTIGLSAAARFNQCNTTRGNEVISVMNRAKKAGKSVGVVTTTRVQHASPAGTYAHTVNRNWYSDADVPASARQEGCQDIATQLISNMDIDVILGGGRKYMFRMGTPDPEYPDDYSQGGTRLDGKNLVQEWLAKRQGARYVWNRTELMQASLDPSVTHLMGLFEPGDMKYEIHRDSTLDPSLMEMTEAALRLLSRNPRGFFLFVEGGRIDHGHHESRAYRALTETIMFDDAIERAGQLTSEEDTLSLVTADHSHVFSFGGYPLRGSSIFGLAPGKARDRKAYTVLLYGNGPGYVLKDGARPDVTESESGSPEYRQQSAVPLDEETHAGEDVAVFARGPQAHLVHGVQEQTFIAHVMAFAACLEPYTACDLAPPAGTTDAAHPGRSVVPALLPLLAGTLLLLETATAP
CYP2C19 inh: inhibitors of human CYP2C19; actives 21% (n = 96,000); CYP2C19 Supersomes, luciferin-H EGE luminescence, 30 min; AID 778; inhibition, % at 5 µM;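 active = CYP2C19 inhibition above a set limit at 5 µM in the primary screen, cut at about 50% in these data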;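 note: plate controls were negative control wells for no effect and 2.5 mM tranylcypromine positive control for full effect; values of inactives mirror those of a sister screen read the other way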
CYP2C9 activ: increases human cytochrome P450 2C9 activity; P11712; recombinant CYP2C9, luciferin-H conversion, luminescence; stronger effect = higher value; factor 1 = untreated enzyme, 0 = blocked; activation factor at 5 µM; actives 1.4% (n = 96,000);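 active = activation factor of 2 or more for CYP2C9 at a 5 µM dose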;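 note: 0 = sulfaphenazole-blocked wells and 1 = vehicle-only wells; values of inactives mirror those of a sister screen read the other way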
CD11b adhes enh: enhancers of human CD11b/CD18 binding to fibrinogen. K562 CD11b/CD18 adhesion to fibrinogen, ATPlite luminescence. activation, % at 10 µM. actives 0.07% (n = 93,000). AID 1499;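 active = 10 µM primary screen giving 50% or more activity, confirmed by 40% or more on retest at that dose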; note: strong numbers were not always called active; reference of the scale not given here
MT1-MMP txn act: MT1-MMP promoter transcription activation; HT1080 MT1-MMP promoter luciferase reporter, luminescence, overnight; stronger effect = higher value; activation factor at 10 µM; actives 0.16% (n = 86,000); AID 750;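 active = activation factor of at least 2 for MT1-MMP transcription at 10 µM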
Pyk2 oligo antag: blocks oligomerization of human Pyk2 in cells; z-score (the deposit names both 25 µM and 10 µM); actives 0.83% (n = 99,000); Q293 cells, Pyk2 FERM NanoBiT luminescence; stronger effect = lower value;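 active = Z-score of -3 or lower, scaled per plate to the spread of control and sample wells; inactive = z-score above -3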;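 note: negative z-score means lost luminescence so less FERM oligomerization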
* hit, by the source's call; x = not tested or not shown.

CYP2C9 inh	CYP2C19 act	Mac1 fbg inh	PLAP activator	CYP2C19 inh	CYP2C9 activ	CD11b adhes enh	MT1-MMP txn act	Pyk2 oligo antag	SMILES
3	1	16	1	3	1	-3	x	-0.99	C/C(=N/NC(=O)CSCc1ccc(Cl)cc1)c1cccc(NC(=O)c2ccccc2)c1
9	0.8	-4	1	19	0.9	0	1.1	-0.5	CCCCCCn1c(N(CC)CC)nc2c1c(=O)[nH]c(=O)n2C
24	1	-12	1	4	0.8	6	1	-1.1	Cc1noc(C)c1C(=O)Nc1nnc(-c2ccccc2)s1
-5	1	x	1.6	0	1.1	x	x	0.02	O=C(NNC(=S)Nc1ccccc1)c1ccco1
18	0.9	-4	0.9	12	0.8	4	1.2	x	O=C(CSc1ncnc2c1oc1ccccc12)N1CCc2ccccc2C1
-26	1	-5	0.9	3	1.3	1	1.2	-0.24	O=C(NCCCN1CCCC1=O)c1csc2ccccc12
-1	0.3	x	0.7	69*	1	x	x	-2.5	CS(=O)(=O)c1ccccc1COC(=O)Nc1ccc(Cl)cc1
-1	1	-47	1	-2	1	3	1.4	-0.34	O=C(NCCCNC1CCCCC1)c1ccc(/C=N/O)nc1
-3	0.4	x	0.9	62*	1	x	1	-0.27	COc1ccc(NC(=O)NCc2cccn2C)c(OC)c1
-9	1	0	0.9	2	1.1	2	x	0.23	O=C1OCc2cccc3cccc1c23
-15	1.1	12	1	-8	1.1	9	1.2	0.63	CCN1C(=O)C(CC(=O)NCc2ccc(Cl)cc2)N(CC)C1=O (centres undefined)
14	0.7	-20	0.9	26	0.9	0	1.3	0.93	CCCCc1nnc(SCc2ccc(OCC)cc2)n1N
39	0.2	0	1.2	82*	0.6	2	1.1	x	CCC(C)NC(=O)C1=C(C)C(=O)OC12CCC(C)CC2 (centres undefined)
2	1	20	1.2	4	1	-1	x	-0.08	Cc1ccc(-n2c(=O)[nH]c3cc(C(=O)NC4CCN(Cc5ccccc5)CC4)ccc3c2=O)cc1
-3	0.9	-17	0.9	6	1	4	1.1	-0.04	COc1ccc(S(=O)(=O)N2Cc3ccccc3CC2C(=O)N2CCOCC2)cc1 (centres undefined)
17	0.8	6	1	24	0.8	-10	x	0.29	COc1cc([N+](=O)[O-])ccc1N/C=C/C(=O)c1cccs1
22	0.9	7	1	8	0.8	-5	x	0.24	CC1=Nn2c(nnc2-c2cccs2)SC1
17	0.9	-3	0.8	7	0.8	-2	1.1	0.85	Cc1ccc(-c2csc3n[nH]c(=S)n23)cc1
-11	0.4	-4	1	56*	1.1	-2	1.1	0.55	CCS(=O)(=O)n1nc(-c2ccccc2)nc1SC
-38	1	x	1.2	1	1.4	x	x	-0.03	Cc1c(NC(=S)N/N=C/c2ccc(O)cc2)c(=O)n(-c2ccccc2)n1C
12	0.9	-2	1	14	0.9	0	1.1	-0.78	CC1(C)Cc2c(sc(NC(=O)c3ccco3)c2C#N)CO1
56*	0.8	-1	1	24	0.4	1	1.1	-1.8	COC(=O)CNc1nc(-c2cccnc2)nc2ccccc12
-88	1.1	-9	1.1	-10	1.9	2	1.3	0.07	COc1ccc(OC)c(-c2cc(C(=O)NCCN3CCOCC3)no2)c1
-4	0.9	-7	0.8	15	1	-5	x	-0.98	Cc1c(C(=O)NCCSCc2ccccc2Cl)cccc1[N+](=O)[O-]
17	0.3	-6	0.9	66*	0.8	4	1.1	0.01	CC(C)NC(=O)CSCc1ccccc1Cl
20	0.6	5	0.9	37	0.8	-6	1	-0.54	CC(=O)N=C1SC2CS(=O)(=O)CC2N1c1c(Cl)cccc1Cl (centres undefined)
-3	0.9	-8	0.9	6	1	1	1.1	2.3	COc1ccc2c(CC(=O)OCC(=O)c3ccc(F)cc3)coc2c1
74*	0.6	7	0.9	40	0.3	-1	1.1	-4.2*	O=C(Nc1ccc(Cc2ccncc2)cc1)C1CCC(N2C(=O)C3C4C=CC(C5CC45)C3C2=O)CC1 (centres undefined)
22	0.5	x	0.9	48	0.8	x	1	0.11	Cc1[nH]nc(N2CCCCCC2)c1[N+](=O)[O-]
-7	0.9	-10	0.9	8	1.1	-7	1.1	1.7	Cc1c(C(=O)O)sc2nc3n(c(=O)c12)CCCCC3
52*	0.8	-13	1	17	0.5	-3	1.2	0.07	CCSCCOC(=O)C1=C(C)NC2=C(C(=O)CCC2)C1c1coc2ccccc2c1=O (centres undefined)
-2	0.8	x	1.5	22	1	x	1.3	-0.59	CCOC(=O)C1CCCN(C(=O)c2cc3c(C)nc4ccccc4c3o2)C1 (centres undefined)
4	1	-2	0.9	4	1	2	1.1	-0.35	Cc1ccc2cc(CNC(C)C)c(=O)[nH]c2c1
36	0.4	9	1.6	58*	0.6	-3	1.2	-0.05	COc1ccccc1C(=O)NCC1CCN(c2ccc(S(=O)(=O)N3CCOCC3)cc2)CC1
19	0.9	-17	1	7	0.8	-4	1.1	-0.11	CNC(=O)NC(=O)CSc1nc2ccccc2n1CCOC
15	0.9	15	1.1	6	0.8	4	x	0.09	O=S(=O)(c1cccc(-c2nnc(-c3ccc(Br)cc3)o2)c1)N1CCCCCC1
2	1.1	-6	1	-5	1	-2	1.1	x	CCCC(=O)Nc1cc(C)c(NC(=O)Cc2ccccc2)cn1
46	0.8	x	0.8	17	0.5	x	x	-0.97	CC(C)CNC(=O)c1c2c(nc3ccccc13)-c1ccccc1CC2
-8	0.9	6	1.2	15	1.1	-3	1	1.9	Cc1ncc2c(c1OC(=O)c1ccc([N+](=O)[O-])cc1)COC(C)(C)OC2
22	0.4	-21	1	59*	0.8	1	1.4	0.11	CCn1nccc1C(=O)Nc1ccc(Cl)cn1
8	1	-12	1.2	4	0.9	3	1.1	0.59	CCN(C(=O)c1cn(C)c(=O)c2cc(OC)c(OC)cc12)c1ccccc1C
9	0.9	-3	1	13	0.9	-6	1	0.01	CC(=O)Nc1ccc(S(=O)(=O)n2cnc(C)c2)cc1
52*	0.7	x	1.3	34	0.5	x	1.2	-1.7	COc1ccc(OC)c(N(CC(=O)N2CCC(C)CC2)S(=O)(=O)c2ccccc2)c1
64*	0.1	-1	2.4*	88*	0.4	-3	1.1	0.39	COc1ccc2c(c1)C(C)CC(C)(C)N2C(=O)CSc1ncn[nH]1 (centres undefined)
25	0.8	-40	1.1	18	0.8	6	1.1	-0.15	CCN1CCN(CCNC(=O)CSCc2nc(-c3ccc(OC)c(OC)c3)oc2C)CC1
-17	1	-26	1	4	1.2	2	1.1	-0.16	COc1ccc(NC(=O)C(F)(OC)C(F)(F)F)c(OC)c1 (centres undefined)
-8	0.6	-7	0.8	42	1.1	2	x	-0.66	CS(=O)(=O)N(CC(=O)NCC1CCCO1)c1ccc(Cl)c(Cl)c1 (centres undefined)
11	0.6	0	1.1	41	0.9	20	x	x	CC(C)Cc1cc(C(=O)NCc2cccnc2)no1
44	0.7	x	0.7	25	0.6	x	x	-0.39	COC(=O)c1sccc1-c1ccc(C(=O)Nc2cccnc2)o1
-1	1.1	-1	1.5	-9	1	3	1	x	CCN(CC)CCNC(=O)c1cc2c(=O)n(C)c3ccccc3c2n1C
32	0.5	x	0.9	46	0.7	x	x	-0.76	Cc1sc(=NC(=O)c2ccco2)n(C)c1-c1ccc(F)cc1
28	0.7	-8	1.3	32	0.7	0	1.1	1.4	O=S(=O)(c1cccs1)N1CN(CC2CCCO2)c2nc3ccccc3nc21 (centres undefined)
26	0.5	-13	0.8	45	0.7	2	1.2	0.76	Fc1cc2ncn(Cc3ccccc3)c2cc1F
20	0.8	11	1.4	24	0.8	4	x	-1.3	Cc1ccc(S(=O)(=O)n2c(CN3CCCC(C)C3)nc3ccccc32)cc1 (centres undefined)
49	0.3	5	1	75*	0.5	3	1.4	-0.71	COc1ccc2c(c1)NC(=O)CC(c1ccccc1)=N2
-34	1.2	6	1	-15	1.3	0	x	-0.78	CC(C)c1ccc(NC(=O)NC2CCCCC2)cc1
10	0.7	-22	1.1	30	0.9	6	0.9	0.53	CCOC(=O)c1c(C)c(C(=O)NCc2ccccn2)c(C)n1CC
15	0.5	-11	1.1	51*	0.8	2	1.1	x	Cc1c(S(=O)(=O)Nc2cccc(Cl)c2)c(=O)n(C)c(=O)n1C
6	1	0	1	1	0.9	-2	1.2	-0.52	Cc1oc(-c2ccccc2)[n+]([O-])c1C
-261	0.3	-2	1.2	73*	3.6*	-2	0.9	0.68	Cc1csc2nc(CSc3ccc(Cl)cc3)cn12

Further compounds:
CYP2C9 inh	CYP2C19 act	Mac1 fbg inh	PLAP activator	CYP2C19 inh	CYP2C9 activ	CD11b adhes enh	MT1-MMP txn act	Pyk2 oligo antag	SMILES
-42	1.2	-10	0.9	-18	1.4	-1	1	x	CCc1c(C)sc(NC(=O)c2cc(C3CC3)on2)c1C#N
38	0.7	-10	1.6	26	0.6	0	1.1	-0.24	O=C(CN1CCN(c2ccccc2)CC1)N1CCN(c2ccccc2)CC1
-85	0	4	1.1	100*	1.8	-3	x	-0.76	Cc1ccc(S(=O)(=O)c2c(C)cc(C)nc2Cl)c(C)c1
24	0.5	-6	0.9	49	0.8	-3	x	1.7	CN(C)C(/C=C/Nc1ccc(F)cc1F)=C(C#N)C#N
14	1	-33	1.1	0	0.9	-1	1	0.53	CCCN1Cc2cccc(C(=O)Nc3ccc(C)cc3)c2C1=O
42	0.8	-20	1.1	17	0.6	-1	1.1	x	O=[N+]([O-])/C(C(Cl)=C(Cl)Cl)=C(\Nc1ccc(F)cc1)n1cncn1
-10	1	-27	1.4	-4	1.1	-2	1.2	0.88	CCc1nn(CC(=O)NCCCN(CC)Cc2ccccc2)c(=O)c2cc3sccc3n12
17	1.1	-18	0.9	-8	0.8	0	1.6	0.25	O=C(COc1ccccc1)Nc1ccc2c(c1)nc1n2CCSC1
4	1	x	1.1	3	1	x	x	-0.4	CCOC(=O)N1C(=O)c2cc(OC)ccc2S1(=O)=O
5	0.9	-28	1.4	9	0.9	-2	1	1.5	COC(=O)c1c(NC(=O)CN2CCN(C(=O)c3ccco3)CC2)c2c(C)cccc2n1C
34	0.5	x	1.5	50*	0.7	x	x	-3.3*	O=C(c1ccc(C(=O)N2CCCc3ccccc32)s1)N1CCCc2ccccc21
-5	1.1	-33	1	-8	1.1	-4	1	x	C=C(C)Cn1c(N2CCCC2)nc2c1c(=O)[nH]c(=O)n2C
85*	0.1	-14	0.8	92*	0.2	1	1.1	-1.2	Cc1occc1-c1nnc(SCC(=O)Nc2ccccc2)n1CCc1ccccc1
39	1.1	-5	1.4	-12	0.6	-1	1.2	-0.12	Cc1cc(C2C(=O)C(C(=O)c3ccc(Cl)cc3)C(=O)CC2(C)C)on1 (centres undefined)
11	1	-19	0.9	-1	0.9	1	1.4	-0.02	Cn1ccnc1SCc1cc(=O)[nH]c2ccccc12
-6	1.1	x	0.9	-6	1.1	x	1	-0.94	O=S(=O)(c1ccc(F)cc1)N1CCN(c2nc(-c3ccc(F)cc3)cs2)CC1
38	0.6	-5	1.1	36	0.6	19	1.1	-0.73	O=S(=O)(NCC(c1cccnc1)N1CCN(c2ccccc2)CC1)c1cc(F)ccc1F (centres undefined)

Bioassay records: PubChem BioAssay, Sanford-Burnham Center for Chemical Genomics
